# HCMV antiviral = blocks human cytomegalovirus replication | HFF cells, HCMV-luciferase reporter, 72 h; active compounds read low | AID 1259415 | 4.5% of 410,000 active | activity change, negative = inhibition, % at 57.5 µM; in the data active = activity change below about -60%; inconclusive = no clear call, values can overlap the other calls; inactive = above about -39%
#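 Compounds were evaluated in HFFs infected with an HCMV luciferase reporter virus (MOI 1 PFU/cell). Luciferase in lysates collected 72 h post infection served as the replication measure.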
# Sm TGR inh = inhibitors of Schistosoma mansoni thioredoxin glutathione reductase. Potency, µM (doses to about 114 µM), inactives show at the top dose activity change, negative = inhibition, hits mostly inhibitors. AID 485364. purified TGR, DTNB reduction, TNB absorbance 405 nm. 3% of 360,000 active. Q962Y6; also: potency is read from the fitted curve at half-maximal effect; nearly all actives have a fitted effect of over 60% in size
#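 Kinetic colorimetric format: TGR-catalysed, NADPH-driven DTNB reduction monitored via TNB absorbance. Enzyme dispensed at 20 nM; compound exposure 15 min at room temperature before reaction start.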
# Giardia FBPA inh = inhibitors of Giardia lamblia fructose-1,6-bisphosphate aldolase; A8B2U2; purified Giardia FBPA; Potency, µM (doses to about 59.6 µM), without a hit: at the highest dose activity, negative = inhibition, actives largely listed as inhibitors; 0.71% of 290,000 active; AID 2451; also: potency is read from the fitted curve at half-maximal effect; nearly all actives have a fitted effect of over 55% in size
# Target sequence (A8B2U2 whole entry, looked up): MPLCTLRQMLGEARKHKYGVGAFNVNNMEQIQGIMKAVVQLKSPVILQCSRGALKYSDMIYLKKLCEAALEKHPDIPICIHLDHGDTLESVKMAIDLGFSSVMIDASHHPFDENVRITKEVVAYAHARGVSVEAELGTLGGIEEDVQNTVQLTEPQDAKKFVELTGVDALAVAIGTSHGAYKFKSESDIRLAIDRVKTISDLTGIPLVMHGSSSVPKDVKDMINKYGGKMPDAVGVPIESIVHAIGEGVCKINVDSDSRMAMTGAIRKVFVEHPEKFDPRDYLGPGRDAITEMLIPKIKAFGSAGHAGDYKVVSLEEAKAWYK
#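 40 nM FBPA preincubated 10 min at RT with compound (up to 57.5 uM final), then substrate plus GAPDH/TPI/NAD/arsenate coupling and diaphorase/resazurin added. Fluorescence read after 20 min at RT, 525/598 nm.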
# AmpC detergent = AmpC beta-lactamase inhibition with detergent present; P00811; AmpC hydrolysis of nitrocefin, absorbance 480 nm, 0.01% Triton; Potency, µM (highest dose often 114 µM), for inactives: top-dose activity change, negative = inhibition, most hits filed as inhibitors; 0.041% of 370,000 active; AID 485294;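 also: potency is read from the fitted curve at half-maximal effect; 0% = no-compound wells and -100% = no-enzyme wells; nearly all actives have a fitted effect of over 25% in size; some results filed as inactive show a strong effect at the top dose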
# Target sequence (P00811 whole entry, looked up): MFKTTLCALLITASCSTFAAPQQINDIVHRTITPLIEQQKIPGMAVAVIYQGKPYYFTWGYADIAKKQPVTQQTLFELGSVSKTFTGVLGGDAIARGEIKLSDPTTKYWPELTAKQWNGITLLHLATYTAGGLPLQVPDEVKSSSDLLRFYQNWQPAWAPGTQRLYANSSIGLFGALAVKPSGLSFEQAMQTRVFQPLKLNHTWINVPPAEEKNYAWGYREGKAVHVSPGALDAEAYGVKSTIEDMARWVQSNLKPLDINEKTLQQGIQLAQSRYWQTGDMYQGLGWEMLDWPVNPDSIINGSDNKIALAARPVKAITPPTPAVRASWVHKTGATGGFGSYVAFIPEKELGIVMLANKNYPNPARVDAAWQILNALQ
#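 AmpC (5.3 nM in the dispensed reagent) in 20 mM phosphate pH 7.0 with 0.01% (detergent screen) or 0.0001% Triton X-100 was preincubated with compounds for 15 min at room temperature. Nitrocefin was then added from an 800 uM solution, and hydrolysis was followed at 480 nm.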
# AmpC inh no detg = AmpC beta-lactamase inhibition without detergent; P00811; AmpC nitrocefin hydrolysis, absorbance 480 nm, 0.0001% Triton; Potency, µM (highest dose often 57.1 µM), inactives show at the top dose activity change, negative = inhibition, usual class: inhibitors; 0.52% of 330,000 active; AID 485341;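 also: potency is read from the fitted curve at half-maximal effect; plate controls were no compound for no effect and no enzyme for full effect; nearly all actives have a fitted effect of over 20% in size; some results filed as inactive show a strong effect at the top dose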
#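 20 mM phosphate pH 7.0 + 0.01% (detergent screen) or 0.0001% Triton X-100; 5.3 nM AmpC reagent; cpd preinc 15 min RT; nitrocefin (800 uM stock) to start; A480 q20 s × 4 min; Activity was normalised to no-enzyme and no-compound control wells.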
# AMA1-RON2 inh = disrupts binding of P. falciparum AMA1 to RON2; AlphaScreen AMA1-biotinylated RON2 peptide binding; Potency, µM (series often up to 58.2 µM), without a hit: top-dose activity change, negative = inhibition, usual class: inhibitors; 0.2% of 360,000 active; AID 720542;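 also: potency is read from the fitted curve at half-maximal effect; 0% = vehicle wells and -100% = peptide control; nearly all actives have a fitted effect of over 45% in size; some results filed as inactive show a strong effect at the top dose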
#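 AMA1 (3D7) with his tag at 25 nM final met compounds first, then biotinylated RON2 peptide at 25 nM; detection used donor plus acceptor beads, 10 µg/mL apiece, read by AlphaScreen after 30 min at room temperature.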
# Active calls of the source: *; u = inconclusive; x = not tested or not shown; [ ] = remark or other dose. Unless noted, calls follow the shape of the dose curve; as a rule, active = well fitted curve in the direction sought with a large enough effect; inconclusive = small, poorly fitted or top-dose-only effect, or another doubt; inactive = no such curve, though single readings can be large; an effect the other way counts as inactive or inconclusive. Unless noted, % is scaled to controls: 0 for no effect and ±100 for the full control effect.
1: O=C(NCCO)c1ccc2[nH]c3c(c2c1)CCCC3
2: O=C(Nc1nc2n(n1)C(c1ccc(F)cc1)C=C(c1ccc(Cl)cc1)N2)c1ccco1 (centres undefined)
3: Cc1ccc(S(=O)(=O)N2CCN(C(=O)N3CCOCC3)C2C)cc1 (centres undefined)
4: Cc1cccc(N2C(=N)SCC2=O)c1C
5: CCOC(=O)c1[nH]c2cc(OC)c(OC)cc2c1NC(=O)CN1CCN(c2ccc(OC)cc2)C(C)C1 (centres undefined)
6: CC(C)c1ccc(CNc2n[nH]c(-c3ccco3)n2)cc1
7: Cc1ccccc1NC(=O)CSc1nc(Nc2ccccc2)nc(N2CCOCC2)n1
8: O=C(NNC(=O)c1ccccc1Cl)c1cccs1

assay / compound | 1 | 2 | 3 | 4 | 5 | 6 | 7 | 8
AMA1-RON2 inh | -2% | x | -4% | 21% | x | x | 5% | 3%
Giardia FBPA inh | -13% | x | 7% | -12% | -12% | x | 2% | -1%
HCMV antiviral | 27 | u | 9 | -18 | x | 99 | 23 | 38
AmpC inh no detg | -25% | x | -19% | -24% | 229%[activator] | x | -15% | -10%
AmpC detergent | -3% | 1% | 3% | 2% | 0% | 2% | -3% | -3%
Sm TGR inh | 3%[11.4 µM] | 0% | 1% | 2% | -3% | 2% | 2% | -20%

9: Cc1ccccc1OCc1nc2ccccc2c(=O)n1/N=C/c1cn[nH]c1-c1ccc(Br)cc1
10: CN1CCC(N(C)C(=S)Nc2ccc(SC(F)F)cc2)CC1
11: O=c1c(N=Nc2ccc(O)cc2)c(-c2ccccc2)[nH]n1-c1ccc([N+](=O)[O-])cc1
12: COc1cccc(CNC(=S)NC2CCCC2)c1
13: COc1ccccc1CCC(=O)OCC(=O)Nc1ccc(C(N)=O)cc1
14: Cc1nnc(NC(=O)CSc2nccn2-c2cccc(Cl)c2)s1
15: COCCn1c(Sc2ccc(C)cc2)nc2c1c(=O)[nH]c(=O)n2C
16: CCCCCCC(=O)Nc1nc(C)c(-c2csc(Nc3ccccc3OC)n2)s1

assay / compound | 9 | 10 | 11 | 12 | 13 | 14 | 15 | 16
AMA1-RON2 inh | -7% | 1% | 10% | -6% | 2% | x | 30% | -4%
Giardia FBPA inh | -2% | 6% | 13% | 1% | -7% | x | 2% | -1%
HCMV antiviral | u | -34 | -12 | -61* | 31 | -38 | 44 | -22
AmpC inh no detg | -40% | -18% | -2% | -20% | -10% | x | 1% | -51%
AmpC detergent | 1% | -3% | -3% | -9% | -3% | -3% | 9% | 3%
Sm TGR inh | -1% | -2% | 12% | 2% | 7% | 6% | 7% | 0%

# Given with bars between the fields: 11 of the compounds above
nr | mol | AMA1-RON2 inh | Giardia FBPA inh | HCMV antiviral | AmpC inh no detg | AmpC detergent | Sm TGR inh
4 | Cc1cccc(N2C(=N)SCC2=O)c1C | 21% | -12% | -18 | -24% | 2% | 2%
5 | CCOC(=O)c1[nH]c2cc(OC)c(OC)cc2c1NC(=O)CN1CCN(c2ccc(OC)cc2)C(C)C1 (centres undefined) | x | -12% | x | 229%[activator] | 0% | -3%
6 | CC(C)c1ccc(CNc2n[nH]c(-c3ccco3)n2)cc1 | x | x | 99 | x | 2% | 2%
7 | Cc1ccccc1NC(=O)CSc1nc(Nc2ccccc2)nc(N2CCOCC2)n1 | 5% | 2% | 23 | -15% | -3% | 2%
8 | O=C(NNC(=O)c1ccccc1Cl)c1cccs1 | 3% | -1% | 38 | -10% | -3% | -20%
9 | Cc1ccccc1OCc1nc2ccccc2c(=O)n1/N=C/c1cn[nH]c1-c1ccc(Br)cc1 | -7% | -2% | u | -40% | 1% | -1%
10 | CN1CCC(N(C)C(=S)Nc2ccc(SC(F)F)cc2)CC1 | 1% | 6% | -34 | -18% | -3% | -2%
11 | O=c1c(N=Nc2ccc(O)cc2)c(-c2ccccc2)[nH]n1-c1ccc([N+](=O)[O-])cc1 | 10% | 13% | -12 | -2% | -3% | 12%
12 | COc1cccc(CNC(=S)NC2CCCC2)c1 | -6% | 1% | -61* | -20% | -9% | 2%
13 | COc1ccccc1CCC(=O)OCC(=O)Nc1ccc(C(N)=O)cc1 | 2% | -7% | 31 | -10% | -3% | 7%
14 | Cc1nnc(NC(=O)CSc2nccn2-c2cccc(Cl)c2)s1 | x | x | -38 | x | -3% | 6%

# The list continues:
17: O=C1c2ccc3c4c(ccc(c24)C(=O)N1c1ccc(O)cc1)C(=O)N(c1ccc(O)cc1)C3=O
18: CCOC(=O)CN1C(=O)C(=O)c2cccc(C)c21
19: Cc1cc(C)nc(N2CCN(CC(=O)NCc3ccccc3)CC2)n1
20: COc1ccc(OC)c(NC(=O)Cn2ccn(-c3ccc(OC)c(OC)c3)c(=O)c2=O)c1
21: CCNC(=S)Nc1c(C)n(C)n(-c2ccccc2)c1=O
22: CCOc1ccc(NC(=O)N2CCOc3ccccc32)cc1
23: COc1ccc(OC)c(C2C(C(C)=O)=C(O)C(=O)N2CCN2CCOCC2)c1 (centres undefined)
24: CN(C)S(=O)(=O)N1CCN(CC(O)COc2ccc(-c3ccccc3)cc2)CC1 (centres undefined)

assay / compound | 17 | 18 | 19 | 20 | 21 | 22 | 23 | 24
AMA1-RON2 inh | 7% | -6% | 2% | x | -11% | x | -2% | 2%
Giardia FBPA inh | -14% | u | 2% | x | -5% | x | u | 8%
HCMV antiviral | -38 | 43 | 84 | -15 | -31 | 54 | 46 | -31
AmpC inh no detg | -7% | -4% | 17% | x | -17% | x | 54% | 128%[activator]
AmpC detergent | 1% | -4% | -4% | 23% | -1% | 17% | u | -14%
Sm TGR inh | 1% | -9% | -5% | 1% | -29% | -3% | u | -2%

# By substructure: the entries above containing fluorine.
2: O=C(Nc1nc2n(n1)C(c1ccc(F)cc1)C=C(c1ccc(Cl)cc1)N2)c1ccco1 (centres undefined)
10: CN1CCC(N(C)C(=S)Nc2ccc(SC(F)F)cc2)CC1

assay / compound | 2 | 10
AMA1-RON2 inh | x | 1%
Giardia FBPA inh | x | 6%
HCMV antiviral | u | -34
AmpC inh no detg | x | -18%
AmpC detergent | 1% | -3%
Sm TGR inh | 0% | -2%

# (continued)
25: Clc1nc(-c2ccccn2)nc2scc(-c3ccccc3)c12
26: Nc1nc(SCC(=O)c2ccc(F)cc2)n[nH]1
27: Cc1ccc2nc(C)cc(Nc3ccc4c(c3)OCCO4)c2c1
28: C=CCn1c(CCNC(=O)c2cccs2)nnc1SCC(=O)c1cccc([N+](=O)[O-])c1
29: Cc1ccc(OCCn2ccnc2)c([N+](=O)[O-])c1
30: CC1CN(CCOc2ccccc2C(C)C)CC(C)O1 (centres undefined)
31: CCOC(=O)c1c(C)[nH]c(C(=O)COC(=O)C2(C)CC2(Cl)Cl)c1C (centres undefined)
32: OCCCNc1cc(-c2ccnc(Nc3cccc(Cl)c3)n2)ccn1
33: Nc1ccc2sc(N)nc2c1
34: CC(C)c1nc(SCC(=O)NCc2ccccc2)n[nH]1
35: CCN1C(=O)/C(=C2/C=Cc3ccccc3N2CC)SC1=S

assay / compound | 25 | 26 | 27 | 28 | 29 | 30 | 31 | 32 | 33 | 34 | 35
AMA1-RON2 inh | 89%[activator] | 3% | 11% | 9% | u | 20µM* | u | -14% | -10% | 16% | 10µM*
Giardia FBPA inh | 8% | -1% | -9% | -17% | u | u | 2% | -4% | x | 4% | -21%
HCMV antiviral | -66* | -4 | -27 | -25 | -7 | 32 | u | -97* | 1 | -4 | 1
AmpC inh no detg | 65%[activator] | -19%[11.4 µM] | 1% | -29% | -10% | 31% | 0% | 35% | -6% | -14% | -6%
AmpC detergent | -22% | -15% | -4% | -9% | 7% | -5% | u | 9% | 5% | -9% | 3%
Sm TGR inh | -12% | -10% | 3% | 37%[activator] | -31% | 16% | 0% | 25% | -1% | 0% | -3%
